RTF Ca sens act: increases calcium sensitivity of human cardiac regulated thin filaments | 340,000 compounds, 0.24% hits | activation, % at 7.2 µM | IANBD-labeled TnC RTF fluorescence at EC20 calcium; 0% EC20 calcium, 100% full calcium | P19429+P45379;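 active means activation above the mean over all tested compounds plus 3 SD, cut at about 30% in these data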;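 further: rise in fluorescence read as greater calcium sensitivity of cardiac thin filaments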
MOR-DOR inv ag: inverse agonists of human mu-delta opioid receptor heterodimerization; 340,000 compounds, 0.21% hits; P35372+P41143; cell-based MOR-DOR heterodimer luminescence, inverse agonism; inhibition, % at 9.3 µM; in the data active means inhibition above about 22%, passing the limit was not always enough;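 further: 0% = cells with DMSO and 100% = wells without cells with DMSO; values of inactives mirror those of a sister screen read the other way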
Target sequence (P35372 whole entry, looked up): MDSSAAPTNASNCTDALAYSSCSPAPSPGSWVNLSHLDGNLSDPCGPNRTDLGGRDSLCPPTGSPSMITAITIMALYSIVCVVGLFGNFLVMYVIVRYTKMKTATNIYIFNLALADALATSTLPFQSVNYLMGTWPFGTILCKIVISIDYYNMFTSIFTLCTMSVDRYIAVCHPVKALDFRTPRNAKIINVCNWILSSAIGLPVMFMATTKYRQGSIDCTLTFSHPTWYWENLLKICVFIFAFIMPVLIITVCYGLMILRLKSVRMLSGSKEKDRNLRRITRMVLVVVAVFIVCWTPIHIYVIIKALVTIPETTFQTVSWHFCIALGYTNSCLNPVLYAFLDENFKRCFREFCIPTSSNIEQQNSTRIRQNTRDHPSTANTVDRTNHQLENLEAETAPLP
Target sequence (P41143 whole entry, looked up): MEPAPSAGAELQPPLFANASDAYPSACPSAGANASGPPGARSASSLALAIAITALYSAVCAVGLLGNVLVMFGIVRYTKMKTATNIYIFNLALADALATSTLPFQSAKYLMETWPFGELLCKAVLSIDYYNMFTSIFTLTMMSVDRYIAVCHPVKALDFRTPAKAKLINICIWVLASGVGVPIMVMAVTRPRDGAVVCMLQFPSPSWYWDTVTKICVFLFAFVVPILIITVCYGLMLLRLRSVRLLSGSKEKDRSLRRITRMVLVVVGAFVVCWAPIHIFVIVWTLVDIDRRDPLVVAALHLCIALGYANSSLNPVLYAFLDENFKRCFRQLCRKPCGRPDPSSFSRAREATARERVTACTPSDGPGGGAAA
Pemphigus Ab inh: human desmoglein-3 autoantibody binding inhibition; P32926; DSG3-coupled beads, scFv-anti-DSG3-GFP binding, flow cytometry; stronger effect = lower value; binding (percent of control), % at 10 µM; 310,000 compounds, 0.48% hits;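 active means binding more than 3 SD below its plate's average and above zero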;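 further: hits lower antibody fragment binding to DSG3; some compounds called inactive have numbers as strong as hits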
OPRM1-OPRD1 ag: agonists of human mu-delta opioid receptor heterodimerization; cells, OPRM1-OPRD1 heterodimerization, luminescence; 340,000 compounds, 0.3% hits; activation, % at 9.3 µM; P35372+P41143; AID 504326; in the data active means activation above about 18%;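 further: 0% = vehicle-treated cells and 100% = reference agonist; values of inactives mirror those of a sister screen read the other way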
Wnt bcat act: Wnt/beta-catenin pathway activation; Wnt/beta-catenin reporter cell assay, activator, plate reader; AID 743398; activation, % at 9.35 µM; 300,000 compounds, 1.2% hits; in the data active means activation above about 30%, passing the limit was not always enough;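 further: 0% = neutral control wells and 100% = positive control wells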
LANA DNA inh: KSHV C-LANA DNA binding inhibition. AID 504423. MBP-C-LANA/FAM-LBS DNA binding, fluorescence polarization. 340,000 compounds, 0.078% hits. inhibition, % at 9 µM;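 active means highest replicate inhibition at or above 60% at 9 µM, even if other replicates fall short; inactive means all replicates below 60% inhibition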;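 further: 0% = neutral control wells and 100% = 4 µM acridine orange control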
Keap1-Nrf2 PPI: disrupts human Keap1 binding to Nrf2 peptide. Q14145. inhibition, % at 9.4 µM. AID 504523. 340,000 compounds, 0.15% hits. Keap1 Kelch-Nrf2 peptide fluorescence polarization, 1536-well; in the data active means inhibition above about 12%;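 further: human Keap1 Kelch domain with fluorescein labeled Nrf2 9mer peptide probe; 0% = neutral control wells and 100% = peptide positive control; higher means more block of Keap1 binding to Nrf2 peptide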
Arr AP2 block: human beta-arrestin and AP2 interaction inhibition | FITC-arrestin peptide / GST-AP2 beads, flow cytometry; AP2 beta2 appendage carries R879A mutation | 340,000 compounds, 0.31% hits | AID 504490 | inhibition, % at 10 µM;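 active means inhibition above a set limit, near 3 SD of compounds lacking own fluorescence, cut at about 54% in these data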;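 further: plate controls were DMSO wells for no effect and 5 µM unlabelled arrestin peptide for full effect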
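test system = AP2 appendage R879A on GSH beads | buffer or medium = PBS plus Tween 20 (0.05%) and BSA (0.1%) | incubation = 12 min plus 1 h, RT | detection = bead flow cytometry, FITC channel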
Cardiac RTF inh: cardiac RTF calcium desensitization. P19429+P45379. IANBD-labeled cardiac RTF, Ca2+ fluorescence. inhibition, % at 7.15 µM. 340,000 compounds, 0.12% hits;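 active means inhibition above the mean inhibition of all tested compounds plus 3 SD, cut at about 17% in these data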;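 further: assay run at fixed EC70 calcium of 1.6 mM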
V-ATPase pHluor: regulators of yeast V-ATPase proton transport. S. cerevisiae, pHLuorin cytosolic pH fluorescence. response, % at 10 µM. 350,000 compounds, 0.37% hits; in the data active means response mostly above about 7.3%, no sharp cut-off; inactive means mostly below about 5.4%; further: actives read high; inactives centre near 0; some compounds called inactive have numbers as strong as hits; reference of the scale not given here
* hit, by the source's call; . = no result given.

Order of values – MOR-DOR inv ag, RTF Ca sens act, LANA DNA inh, Pemphigus Ab inh, Wnt bcat act, Arr AP2 block, Keap1-Nrf2 PPI, OPRM1-OPRD1 ag, V-ATPase pHluor, Cardiac RTF inh
#1 BrC(/C=C\c1ccccc1)=N/Nc1nc(N2CCOCC2)nc(N2CCOCC2)n1
 : 20, 2, 0.3, 92, 7, ., 0, -4.2, 5, -30
#2 O=S(=O)(Nc1ccc2c(c1)OCCO2)c1cccc(F)c1
 : 14, -3, 0.0, 103, -2, -6, -6, -2.9, -1, -8
#3 CC(=O)c1cccc(NC(=O)CSc2nc(N3CCCCC3)nc(N3CCCCC3)n2)c1
 : -25, 0, 0.8, 115, 1, 5, 0, 5.0, -1, -5
#4 Cc1cc(C(=O)N2CCN(c3ccccc3O)CC2)c(C)o1
 : 5, -1, 0.6, 105, 3, -3, 2, -0.8, -4, -12
#5 Cc1csc(Sc2ccc([N+](=O)[O-])cc2C(=O)OCC(=O)NC2CCCC(C)C2C)n1 (centres undefined)
 : -3, -11, 2.1, 99, -5, 27, 2, 0.5, -3, 4
#6 CN(C)C(=O)CC12CC3CC(C1)CC(CC(=O)N(C)C)(C3)C2
 : 14, 5, 2.3, 100, 6, -8, 4, -2.9, 3, -7
#7 Cc1cc(NCCO)nc(-n2nc(C)cc2C)n1
 : 9, -1, -0.4, 100, ., 2, -3, -1.8, 0, 1
#8 CS(=O)(=O)N1N=C(c2ccco2)CC1c1ccccc1Cl (centres undefined)
 : 19, 0, -1.5, 102, 2, 26, 3, -3.6, 1, 3
#9 CCOC(=O)c1c(NC(=O)CSc2c[nH]c3ccccc23)sc2c1CCC2
 : 2, -5, 2.2, 98, -3, 0, -6, -0.4, 4, -1
#10 Cc1ccc(Nc2nc(-c3ccc(O)cc3O)cs2)nc1
 : -100, -5, -0.2, 102, 60*, -3, -5, 18, -6, -4

Next structures:
Order of values – MOR-DOR inv ag, RTF Ca sens act, LANA DNA inh, Pemphigus Ab inh, Wnt bcat act, Arr AP2 block, Keap1-Nrf2 PPI, OPRM1-OPRD1 ag, V-ATPase pHluor, Cardiac RTF inh
#11 CCc1cccc(CC)c1NC(=O)NC1CCCCC1
 : 13, -2, -1.0, 99, -5, 22, 0, -2.4, 8, 10
#12 COc1cccc(-n2nc(C#N)c(Cl)cc2=O)c1
 : 28*, 7, 1.6, 101, -7, 8, -5, -5.0, 0, -8
#13 O=C(Cn1nc(C(=O)O)c2ccccc2c1=O)NC12CC3CC(CC(C3)C1)C2
 : 1, 0, 0.5, 99, -6, 20, -3, -0.1, 0, 2
#14 C=CCOc1ccc(/C=C2\SC(=S)N(NS(=O)(=O)c3ccc(C)cc3)C2=O)cc1
 : 9, -11, 0.4, 89, 3, 3, -2, -1.7, -2, -6
#15 CCn1c(SCC(=O)N/N=C(/C)c2ccncc2)nc2ccccc21
 : 18, 0, 0.1, 95, 1, 6, -6, -3.5, 2, 3
#16 O=C(C/C=N\OCc1c(Cl)cccc1Cl)Oc1ccc(Cl)cc1Cl
 : 13, 8, 1.4, 96, ., -5, 1, -2.4, 2, 2
#17 CC1(C)CC(=O)C=C(Nc2ccc(F)c(Cl)c2)C1
 : 7, -2, -1.1, 100, 3, 24, -4, -1.6, 0, -6
#18 Cc1cccc(NC(=O)c2ccc(NCCc3ccccc3)c([N+](=O)[O-])c2)c1
 : -10, 4, -1.3, 98, -3, -6, 4, 1.6, 3, -5
#19 O=C(O)c1ccccc1C(=O)NCc1c(Cl)cccc1Sc1ccc(Cl)cc1
 : 20, -2, -0.1, ., 0, 33, 1, -4.4, -4, 4
#20 CCOC(=O)c1cnc(Nc2nc3ccccc3o2)nc1CSC(=S)N(CC)CC
 : -10, 1, -2.2, 102, 6, 1, -3, 1.9, 1, -5

Taken from above:
Cc1cc(NCCO)nc(-n2nc(C)cc2C)n1 in RTF Ca sens act: -1
CCOC(=O)c1cnc(Nc2nc3ccccc3o2)nc1CSC(=S)N(CC)CC in OPRM1-OPRD1 ag: 1.9
Cc1cccc(NC(=O)c2ccc(NCCc3ccccc3)c([N+](=O)[O-])c2)c1 in LANA DNA inh: -1.3
CCOC(=O)c1c(NC(=O)CSc2c[nH]c3ccccc23)sc2c1CCC2 in Arr AP2 block: 0
COc1cccc(-n2nc(C#N)c(Cl)cc2=O)c1 in V-ATPase pHluor: 0
CC1(C)CC(=O)C=C(Nc2ccc(F)c(Cl)c2)C1 in OPRM1-OPRD1 ag: -1.6

(next part)
Order of values – MOR-DOR inv ag, RTF Ca sens act, LANA DNA inh, Pemphigus Ab inh, Wnt bcat act, Arr AP2 block, Keap1-Nrf2 PPI, OPRM1-OPRD1 ag, V-ATPase pHluor, Cardiac RTF inh
#21 COc1cccc(CNC(=O)C2Cc3cc(S(=O)(=O)N4CCCC4)ccc3N2C(C)=O)c1OC (centres undefined)
 : 17, -1, 1.9, 112, -1, 22, -7, -3.3, 2, 3
#22 CC1=C(C(=O)OCC2CCCO2)C(c2cccc(O)c2)NC(=O)N1 (centres undefined)
 : -1, -3, 0.5, 99, -1, -2, -1, 0.1, 7, -7
#23 CC(=O)NCCn1c(SCc2cccc([N+](=O)[O-])c2)nc2ccccc2c1=O
 : 16, 0, -2.0, ., -1, 3, 0, -3.5, -3, 0
#24 CC1(C)C(=O)C2(CCCCC2)C(=O)OC1c1cccc([N+](=O)[O-])c1 (centres undefined)
 : -9, 0, 1.3, 96, 0, -3, 0, 1.2, -4, 3
#25 CC(C)(C)N(Cc1ccccc1)C(=O)c1ccncc1
 : 12, 1, 0.9, 123, 4, -19, -2, -2.5, 2, -7
#26 CC1CCN(CCCNS(=O)(=O)c2cc(Br)cc3c2N(C(=O)C2CC2)CC3)CC1
 : -6, 14, -0.6, 116, -2, -2, -5, 0.8, -1, -13
#27 Cc1ccccc1-c1cc2nc(C)c(C)c(=O)n2[nH]1
 : 10, 5, -2.1, 106, 0, 35, 2, -2.1, 6, -5
#28 CCOC(=O)N1CCC(NS(=O)(=O)c2ccc(NC(C)=O)c(Cl)c2)CC1
 : ., ., ., 102, 0, 0, ., ., -2, .
#29 COCCNC(=O)CCCn1c(=O)c2ccccc2n(Cc2cccc([N+](=O)[O-])c2)c1=O
 : 17, 3, -0.5, 95, 1, -4, -4, -3.2, 1, -7
#30 O=C(NCCCSc1ccccc1)c1cnc(Cl)c(Cl)c1
 : -25, -8, -0.9, 124, -4, -3, 1, 3.1, 1, 2

Following part
Order of values – MOR-DOR inv ag, RTF Ca sens act, LANA DNA inh, Pemphigus Ab inh, Wnt bcat act, Arr AP2 block, Keap1-Nrf2 PPI, OPRM1-OPRD1 ag, V-ATPase pHluor, Cardiac RTF inh
#31 N#Cc1ccc(C(=O)Nc2nnc(-c3ccccn3)o2)cc1
 : 1, 2, -2.3, 97, 9, 40, -3, -0.3, -3, -2
#32 COc1ccc(N2CCN(C(=O)CNC(=O)c3ccco3)CC2)cc1
 : 13, -3, 0.4, 107, 2, 5, 1, -2.5, 0, -1
#33 Cc1ccccc1-c1nc(CS(=O)CC(=O)NC(C)CCc2ccccc2)c(C)o1 (centres undefined)
 : 0, -5, 0.2, 109, ., 23, -2, 0.1, -2, -11
#34 Cc1nc2ccccc2nc1OCC(=O)Nc1ccc2ccccc2c1
 : -41, 9, -1.1, 65*, ., 1, -1, 7.2, 0, -8
#35 CCCCCn1c(CN2CCCCC2C)nc2c1c(=O)n(C)c(=O)n2C (centres undefined)
 : 9, 7, 0.4, ., -5, -15, -1, -1.4, 5, 6
#36 Cn1c(=O)c2c(nc(NC3CCCCC3)n2CC(O)COc2ccccc2)n(C)c1=O (centres undefined)
 : -9, -1, -0.1, 109, ., -4, -4, 1.5, -6, -3
#37 CC(OC(=O)C1CCC1)C(=O)Nc1cc(Cl)cc(Cl)c1 (centres undefined)
 : -36, 5, 0.1, 99, 0, 2, 3, 5.7, 2, -3
#38 Cc1nn2c(=O)cc(CSCC(=O)Nc3ccccc3Cl)nc2s1
 : 10, -4, -0.3, 106, -2, -7, -1, -1.9, -2, -3
#39 COC(=O)c1ccc(C(=O)OC)c(NS(=O)(=O)c2ccc(NC(C)=O)cc2)c1
 : -7, 2, 1.7, 84, ., 0, 3, 1.1, -3, 5
#40 COC(=O)Cc1c(O)ccn(Cc2cccc(C(F)(F)F)c2)c1=O
 : 9, -5, -0.1, 99, -2, 10, -4, -1.8, 0, 1

Three of the entries above in order of the OPRM1-OPRD1 ag value, largest number first.
cpd | Structure | MOR-DOR inv ag | RTF Ca sens act | LANA DNA inh | Pemphigus Ab inh | Wnt bcat act | Arr AP2 block | Keap1-Nrf2 PPI | OPRM1-OPRD1 ag | V-ATPase pHluor
34 | Cc1nc2ccccc2nc1OCC(=O)Nc1ccc2ccccc2c1 | -41 | 9 | -1.1 | 65* | . | 1 | -1 | 7.2 | 0
33 | Cc1ccccc1-c1nc(CS(=O)CC(=O)NC(C)CCc2ccccc2)c(C)o1 (centres undefined) | 0 | -5 | 0.2 | 109 | . | 23 | -2 | 0.1 | -2
35 | CCCCCn1c(CN2CCCCC2C)nc2c1c(=O)n(C)c(=O)n2C (centres undefined) | 9 | 7 | 0.4 | . | -5 | -15 | -1 | -1.4 | 5

(listing goes on)
Order of values – MOR-DOR inv ag, RTF Ca sens act, LANA DNA inh, Pemphigus Ab inh, Wnt bcat act, Arr AP2 block, Keap1-Nrf2 PPI, OPRM1-OPRD1 ag, V-ATPase pHluor, Cardiac RTF inh
#41 CC1=Nn2c(nnc2-c2cc(C)[nH]n2)SC1
 : 7, 2, 0.0, ., 7, -1, -7, -1.6, 2, 7
#42 O=C(Cn1nnc(-c2ccccc2NC(=O)c2ccco2)n1)Nc1ccccc1
 : 10, -6, 0.6, 6.9*, -2, -5, -1, -1.8, -1, 4
#43 COc1ccc(CNCc2cccc(OC)c2OC)cc1Br
 : -10, 1, -0.4, 103, ., -7, -4, 1.9, -2, -4
#44 CC(=O)C1(O)CCC2C3CCC4CC(=O)CCC4(C)C3C(=O)CC21C (centres undefined)
 : 2, -6, -3.2, 92, -1, 4, -1, -0.5, -5, -7
#45 O=C(NCc1ccco1)C(c1cccnc1)N(C(=O)Cn1nnc2ccccc21)c1ccccc1 (centres undefined)
 : -6, 3, -0.4, ., 0, -4, -2, 1.4, -1, -10
#46 CN(C)c1cc(Nc2cccc(O)c2)c([N+](=O)[O-])c2nonc12
 : 8, 14, -0.2, 124, -1, 7, -2, -1.5, 9, -23
#47 CCN1CCCC1CNC(=O)c1ccc(Sc2ccccc2Cl)c([N+](=O)[O-])c1 (centres undefined)
 : 0, -2, 2.6, 118, 0, -14, 2, -0.1, -7, -10
#48 CN(C)C(CNC(=O)c1ccc(C(F)(F)F)cc1)c1ccco1 (centres undefined)
 : -209, -2, 2.5, 110, 4, 10, 0, 51*, -1, 1
#49 OCCNc1nc(Nc2ccc(Cl)cc2)nc(N2CCCC2)n1
 : -15, 5, -0.8, 99, -11, 11, 0, 2.8, 4, 2
#50 CCCn1c(NC(=O)c2ccc(Cl)c(S(=O)(=O)N3CCCC3)c2)nc2ccccc21
 : -58, -1, 4.6, 104, ., -9, -5, 11, 6, -8
#51 O=C1CCC(C(=O)Nc2ccccc2N2CCOCC2)=NN1
 : -5, 6, 0.2, ., 4, 19, -2, 1.0, 3, -11
#52 CCOc1ccc(S(=O)(=O)N(CC(=O)N2CCc3ccccc32)Cc2ccco2)cc1
 : 10, 1, -0.8, 101, ., 1, -2, -1.9, -1, 4
